Source: PubChem (The Scripps Research Institute Molecular Screening Center)
M1 PAM: human M1 muscarinic receptor positive allosteric modulators, primary screen, CHO-K1 cells, Fluo-8 calcium fluorescence, 1536-well. Muscarinic acetylcholine receptor M1 (Homo sapiens), P11229. CHO-K1 hM1, ACh EC20; 0% = ACh EC20, 100% = maximal ACh. activation, % at 3 µM. actives 0.088% (n = 360,000). AID 588819, 2011; in the data active = activation above about 19%, passing the limit was not always enough
Target sequence (P11229 whole entry, looked up): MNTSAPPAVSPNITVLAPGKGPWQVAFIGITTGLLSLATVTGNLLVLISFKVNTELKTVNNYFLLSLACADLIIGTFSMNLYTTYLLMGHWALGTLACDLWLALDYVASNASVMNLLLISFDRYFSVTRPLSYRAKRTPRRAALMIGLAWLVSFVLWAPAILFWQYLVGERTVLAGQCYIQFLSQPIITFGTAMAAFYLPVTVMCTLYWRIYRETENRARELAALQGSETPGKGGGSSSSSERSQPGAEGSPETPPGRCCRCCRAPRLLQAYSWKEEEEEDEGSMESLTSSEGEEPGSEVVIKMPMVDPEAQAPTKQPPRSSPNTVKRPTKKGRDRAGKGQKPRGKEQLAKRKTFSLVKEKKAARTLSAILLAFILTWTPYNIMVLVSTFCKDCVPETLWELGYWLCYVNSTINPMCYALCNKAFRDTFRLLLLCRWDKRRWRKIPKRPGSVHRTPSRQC
CHRM1 antagonist: human M1 muscarinic receptor antagonists, primary screen, CHO-K1 cells, Fluo-8 calcium fluorescence, 1536-well; Muscarinic acetylcholine receptor M1 (Homo sapiens), P11229; CHO-K1 hM1, ACh EC80 antagonist; inhibition, % at 3 µM; actives 1.3% (n = 360,000); AID 588852, 2011;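 active = percent inhibition above its own plate's cutoff, namely the mean of that plate's compound wells plus 3 SD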;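 note: peak over basal fluorescence ratio during 140 s after agonist addition; 0% = ACh EC80 plus DMSO and 100% = DMSO alone without agonist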
CHO parental Ca: ATP-evoked calcium signal inhibitors, parental CHO, primary screen, counter-screen for OX1R antagonist project, cell-based, fluorescence, Fluo-8 calcium dye; parental CHO-K1, ATP-induced calcium, Fluo-8 fluorescence; inhibition, % at 5.6 µM; actives 0.63% (n = 330,000);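 active = inhibition above that plate's mean sample inhibition plus 3 SD, cut at about 26% in these data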;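 note: 0% = ATP-challenged DMSO wells and 100% = DMSO wells without ATP; some compounds past the cut are filed as inactive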
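Material: parental CHO cells / Compound: single nominal dose of 5.6 µM per compound / Signal: Fluo-8 fluorescence / Replicates: singlicate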
CHRM4 antagonist: human M4 muscarinic receptor antagonists, primary screen, CHO cells, Fluo-8 calcium fluorescence; actives 0.73% (n = 360,000); CHO-hM4 cells, ACh EC80; Muscarinic acetylcholine receptor M4 (Homo sapiens), P08173; AID 624125, 2012; inhibition, % at 3 µM;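 active = inhibition above its plate's cutoff, the mean inhibition of sample wells plus 3 SD, cut at about 27% in these data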;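 note: 0% = acetylcholine EC80 with DMSO and 100% = DMSO without agonist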
M1 ag: human M1 muscarinic receptor agonists, primary screen, Fluo-8 calcium fluorescence, CHO-K1 cells, HTS. CHO-K1 hM1, agonist mode; 0% DMSO, 100% acetylcholine EC100. activation, % at 3 µM. actives 0.33% (n = 360,000);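 active = activation above the run's mean compound activation plus 3 SD, cut at about 16% in these data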;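 note: peak over basal fluorescence ratio within a 140 s kinetic read after compound addition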
M4 ag: human M4 muscarinic receptor agonists, primary screen, CHO-K1 cells, Fluo-8 calcium fluorescence | activation, % at 3 µM | actives 0.14% (n = 360,000) | CHO-K1 hM4/Gqi5; vehicle 0%, full acetylcholine response 100% | AID 624127, 2012 | Muscarinic acetylcholine receptor M4 (Homo sapiens), P08173;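 active = activation above the run mean over all test wells plus 3 SD, cut at about 32% in these data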;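 note: peak over basal fluorescence ratio per well then scaled between controls; 0% = DMSO wells and 100% = acetylcholine at EC100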
M1 ag parental: counter-screen for M1 agonists: effect in parental CHO-K1 cells | activation, % at 3 µM | actives 0.48% (n = 360,000) | Fluo-8 calcium fluorescence; scaled to maximal ATP response, vehicle zero; in the data active = activation above about 15%;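 note: untransfected CHO-K1 host cells lacking M1 receptor as counterscreen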
CHO-K1 Ca antag: nonselective inhibitor or artifact in parental CHO-K1 cells. ATP-induced calcium, Fluo-8 fluorescence. inhibition, % at 3 µM. actives 0.6% (n = 360,000). AID 602250;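 active = inhibition above a per-plate cutoff, the plate's mean sample inhibition plus 3 SD, cut at about 24% in these data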;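 note: 0% = DMSO plus EC80 ATP and 100% = DMSO alone without ATP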
OXTR potentiator: human OXTR potentiators, primary screen, fluorescence, CHO-OTR cells, Fluo-8 calcium; Fluo-8 calcium fluorescence, potentiator mode; 0% = oxytocin EC15, 100% = EC100; activation, % at 3 µM; actives 0.061% (n = 320,000); Oxytocin receptor (Homo sapiens), P30559;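 active = activation above that plate's cutoff, the mean activation of tested compounds plus 3 SD, cut at about 6.6% in these data, passing the limit was not always enough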;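 note: 100% uses oxytocin at 75 nM as the full agonist control; some results filed as inactive read as strong as hits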
Target sequence (P30559 whole entry, looked up): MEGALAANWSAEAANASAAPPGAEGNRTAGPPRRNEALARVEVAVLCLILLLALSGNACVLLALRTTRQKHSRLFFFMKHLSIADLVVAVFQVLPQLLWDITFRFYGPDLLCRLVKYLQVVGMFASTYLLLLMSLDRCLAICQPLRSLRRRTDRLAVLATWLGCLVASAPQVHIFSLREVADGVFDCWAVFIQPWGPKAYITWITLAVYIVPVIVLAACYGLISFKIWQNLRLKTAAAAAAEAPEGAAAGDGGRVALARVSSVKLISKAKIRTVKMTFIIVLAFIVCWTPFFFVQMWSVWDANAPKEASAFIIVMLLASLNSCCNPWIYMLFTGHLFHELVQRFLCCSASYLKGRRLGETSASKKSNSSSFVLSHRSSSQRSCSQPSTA
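Dosing: Single dose, 3.0 µM nominal final compound concentration | Material: Human OTR in CHO cells | Technique: Kinetic Fluo-8 calcium fluorescence | Benchmarks: EC15 oxytocin alone as 0%, 75 nM oxytocin as 100% | Probe or stimulus: Oxytocin at about EC15, sub-maximal agonist stimulus | Incubation: Compound 6 min at room temperature before oxytocin, 100 s read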
* marks the source's active call; other numbers are inactive results; x = not tested or not shown.

#1 CC(C)CN1CCN(Cc2cccc3ncccc23)CC1CCO (stereo not drawn)
#2 Cn1cnnc1Sc1nc2ccccc2nc1NS(=O)(=O)c1ccccc1
#3 Cc1cc(=O)oc2cc(OC(=O)CCN3C(=O)c4ccccc4C3=O)ccc12
#4 C[C@H](CO)N1C[C@H](C)[C@@H](CN(C)CC2CC2)Oc2c(NC(=O)Cc3ccccc3)cccc2C1=O
#5 COc1ccc(-c2cc(C(=O)NC3=NCCS3)c3ccccc3n2)cc1OC

entry no.	1	2	3	4	5
M1 PAM	9	5	6	4	-14
CHRM1 antagonist	-14	-9	-8	0	12
CHO parental Ca	-12	-2	-18	-25	-13
CHRM4 antagonist	-5	-10	-7	9	12
M1 ag	-8	-5	-5	-7	-8
M4 ag	2	2	0	1	15
M1 ag parental	0.9	1.0	1.5	-0.6	5.0
CHO-K1 Ca antag	-12	-18	-8	7	2
OXTR potentiator	-20	2	-2	-6	-9

#6 COc1ccc(C(=O)/C=C/c2ccc(OC)c(O)c2)c(F)c1
#7 C/C(=N\Nc1ccc(Cl)c(C(=O)O)c1)c1cccc2ccccc12
#8 Cc1ccc(-c2nnc(CSc3nnc(COc4cccc5ccccc45)n3-c3ccccc3)o2)cc1
#9 COc1ccc(CC(=O)OCC(=O)NC(=O)NC(C)C)cc1
#10 COc1ccc(Cl)cc1-c1cc(C(=O)NCc2ccccc2)[nH]n1

entry no.	6	7	8	9	10
M1 PAM	0	10	3	8	4
CHRM1 antagonist	4	-11	8	-3	-11
CHO parental Ca	-2	-10	-18	-1	x
CHRM4 antagonist	-5	2	5	-3	-18
M1 ag	-3	-5	-2	-4	-8
M4 ag	1	1	-1	0	4
M1 ag parental	1.2	5.9	0.7	0.8	0.3
CHO-K1 Ca antag	-10	-6	-4	-7	-5
OXTR potentiator	2	-1	-18	3	x

#11 CCN(C(=O)CSc1nc2ccccc2c(=O)n1-c1ccc(C)cc1)C1CCS(=O)(=O)C1 (stereo not drawn)
#12 CC(=O)c1c(C)nn(CCC(=O)O)c1C
#13 O=C(NCCCN1CCCCCC1)c1ccc(CS(=O)(=O)Cc2ccccc2F)o1
#14 COc1ccc(Nc2nnc(Cc3ccc(Cl)cc3)c(=O)[nH]2)c(OC)c1
#15 Cc1ccc(C2=Nn3c(COc4ccc(Cl)cc4)nnc3SC2CC(=O)O)cc1 (stereo not drawn)

entry no.	11	12	13	14	15
M1 PAM	4	3	0	8	8
CHRM1 antagonist	6	-5	-8	-7	-4
CHO parental Ca	-12	-11	x	-25	-5
CHRM4 antagonist	-1	-3	-1	-3	7
M1 ag	-5	-2	-5	-4	-13
M4 ag	2	1	0	1	0
M1 ag parental	0.2	1.2	-0.2	0.7	-0.6
CHO-K1 Ca antag	-7	-15	9	-19	12
OXTR potentiator	-7	-14	x	-14	0

14 entries from above in a different format:
Sequence of screens – M1 PAM, CHRM1 antagonist, CHO parental Ca, CHRM4 antagonist, M1 ag, M4 ag, M1 ag parental, CHO-K1 Ca antag, OXTR potentiator
1. CC(C)CN1CCN(Cc2cccc3ncccc23)CC1CCO (stereo not drawn)
→ 9, -14, -12, -5, -8, 2, 0.9, -12, -20
2. Cn1cnnc1Sc1nc2ccccc2nc1NS(=O)(=O)c1ccccc1
→ 5, -9, -2, -10, -5, 2, 1.0, -18, 2
3. Cc1cc(=O)oc2cc(OC(=O)CCN3C(=O)c4ccccc4C3=O)ccc12
→ 6, -8, -18, -7, -5, 0, 1.5, -8, -2
4. C[C@H](CO)N1C[C@H](C)[C@@H](CN(C)CC2CC2)Oc2c(NC(=O)Cc3ccccc3)cccc2C1=O
→ 4, 0, -25, 9, -7, 1, -0.6, 7, -6
5. COc1ccc(-c2cc(C(=O)NC3=NCCS3)c3ccccc3n2)cc1OC
→ -14, 12, -13, 12, -8, 15, 5.0, 2, -9
6. COc1ccc(C(=O)/C=C/c2ccc(OC)c(O)c2)c(F)c1
→ 0, 4, -2, -5, -3, 1, 1.2, -10, 2
7. C/C(=N\Nc1ccc(Cl)c(C(=O)O)c1)c1cccc2ccccc12
→ 10, -11, -10, 2, -5, 1, 5.9, -6, -1
8. Cc1ccc(-c2nnc(CSc3nnc(COc4cccc5ccccc45)n3-c3ccccc3)o2)cc1
→ 3, 8, -18, 5, -2, -1, 0.7, -4, -18
9. COc1ccc(CC(=O)OCC(=O)NC(=O)NC(C)C)cc1
→ 8, -3, -1, -3, -4, 0, 0.8, -7, 3
10. COc1ccc(Cl)cc1-c1cc(C(=O)NCc2ccccc2)[nH]n1
→ 4, -11, x, -18, -8, 4, 0.3, -5, x
11. CCN(C(=O)CSc1nc2ccccc2c(=O)n1-c1ccc(C)cc1)C1CCS(=O)(=O)C1 (stereo not drawn)
→ 4, 6, -12, -1, -5, 2, 0.2, -7, -7
12. CC(=O)c1c(C)nn(CCC(=O)O)c1C
→ 3, -5, -11, -3, -2, 1, 1.2, -15, -14
13. O=C(NCCCN1CCCCCC1)c1ccc(CS(=O)(=O)Cc2ccccc2F)o1
→ 0, -8, x, -1, -5, 0, -0.2, 9, x
14. COc1ccc(Nc2nnc(Cc3ccc(Cl)cc3)c(=O)[nH]2)c(OC)c1
→ 8, -7, -25, -3, -4, 1, 0.7, -19, -14

Continuation:
#16 Cc1ccc(NC(=O)C2CCCN(C(=O)c3ccc(Cl)cc3)C2)cc1 (stereo not drawn)
#17 CC(CCC(=O)O)C1CC[C@H]2C3CCC4CC(=O)CCC4(C)[C@H]3CC(=O)C12C (stereo partly drawn)
#18 Cc1cccc(C)c1OC1(c2ccccc2)OC(=O)c2ccccc21 (stereo not drawn)
#19 O=c1cc(-c2ccccc2)nc(N2CCN(Cc3ccccc3)CC2)[nH]1
#20 Cc1nn(Cc2ccc(Cl)cc2)c(C)c1NC(=O)c1noc2c1CCc1ccccc1-2

entry no.	16	17	18	19	20
M1 PAM	4	11	-5	11	2
CHRM1 antagonist	-6	0	-4	-35	-7
CHO parental Ca	-28	-7	-16	-22	1
CHRM4 antagonist	-13	-16	1	7	-10
M1 ag	-9	-1	-10	-1	-2
M4 ag	4	0	-2	0	1
M1 ag parental	1.7	0.0	-0.3	0.3	1.0
CHO-K1 Ca antag	-10	0	-28	-11	-1
OXTR potentiator	-15	-9	-9	-7	-6

#21 CC(/C=C/c1ccccc1)=N/O
#22 CN(C)S(=O)(=O)n1cnc(-c2ccccc2)c1-c1ccccc1
#23 Cc1c(C2(O)C(=O)Nc3ccc(F)cc32)c(=O)n(-c2ccccc2)n1C (stereo not drawn)
#24 COc1ccc(OC)c(-c2nnc3n2N=C(c2ccc(OC)c(OCC4CC4)c2)CS3)c1
#25 Cc1cccc(-n2c(SCC(=O)NCc3ccc4c(c3)OCO4)nc3ccccc3c2=O)c1

entry no.	21	22	23	24	25
M1 PAM	7	1	6	-22	-3
CHRM1 antagonist	-6	-3	6	28	-6
CHO parental Ca	-6	-7	-4	3	-10
CHRM4 antagonist	-2	4	3	29*	-2
M1 ag	-6	-3	-1	-10	-6
M4 ag	-1	1	0	5	2
M1 ag parental	-0.3	2.3	0.3	-1.2	0.7
CHO-K1 Ca antag	5	-4	15	-5	-12
OXTR potentiator	-9	-17	-3	-9	-4

#26 CCOC(=O)N1CCC(NC(=O)c2cc3cc4cc(OC)ccc4nc3o2)CC1
#27 CCc1ccc(N(CC(=O)NCc2cccnc2)S(=O)(=O)c2ccccc2)cc1
#28 O=C(Cc1n[nH]c(=O)c2ccccc12)OCC(=O)c1ccc(OC(F)F)cc1OC(F)F
#29 CCCCC(C(=O)NC(C)(C)C)N(Cc1ccccc1Cl)C(=O)c1snc(C(N)=O)c1N (stereo not drawn)
#30 CCOc1ccc(N2CC(C(=O)Nc3ccc(S(=O)(=O)NCC4CCCO4)cc3)CC2=O)cc1 (stereo not drawn)

entry no.	26	27	28	29	30
M1 PAM	-3	3	1	5	7
CHRM1 antagonist	2	1	-5	-8	-6
CHO parental Ca	-16	-14	-15	x	-15
CHRM4 antagonist	7	-8	11	-10	-2
M1 ag	0	-6	2	-3	-6
M4 ag	3	3	7	-1	0
M1 ag parental	2.9	0.8	2.0	-0.3	0.8
CHO-K1 Ca antag	9	-10	0	-9	-22
OXTR potentiator	-3	-3	-6	x	-5

#31 Cc1noc(C)c1-c1nc(CS(=O)(=O)c2ccc(Cl)cc2)no1
#32 CC(=O)Oc1ccc(C(=O)Nc2ccc(S(=O)(=O)NCC3CCCO3)cc2)cc1 (stereo not drawn)
#33 COc1ccc2c(c1)CCN(C(=O)CCl)C2C1C(=O)CCCC1=O (stereo not drawn)
#34 O=C(COC(=O)CSc1ccc(F)cc1)NNC(=O)c1ccc([N+](=O)[O-])cc1
#35 CC(C)C(C)NC(=O)COc1ncnc2ccccc12 (stereo not drawn)

entry no.	31	32	33	34	35
M1 PAM	3	-15	-18	-4	6
CHRM1 antagonist	-6	28	13	5	-40
CHO parental Ca	-20	7	-3	-2	-7
CHRM4 antagonist	-8	9	3	6	-1
M1 ag	-4	-3	25*	-2	6
M4 ag	0	10	1	1	2
M1 ag parental	-0.1	3.0	-0.2	1.4	0.2
CHO-K1 Ca antag	-13	18	13	0	1
OXTR potentiator	-6	-9	11	-6	-14

#36 COC(=O)C1=C(C)OC(N)=C(C#N)C1c1ccsc1 (stereo not drawn)
#37 O=C(c1ccc2c(c1)OCCO2)N1CCN(c2ncc(C(F)(F)F)cc2Cl)CC1
#38 CCSc1nnc([C@H](Cc2ccccc2)NC(=O)OC(C)(C)C)o1
#39 OCCC1CN(Cc2ccc3c(c2)CCO3)CCN1Cc1ccc(F)cc1 (stereo not drawn)
#40 N#CC1(NC(=O)COC(=O)c2cc(O)c3ccccc3c2O)CCCCC1
#41 Nc1ccc(Sc2nc3ccccc3[nH]2)cc1
#42 CSc1ncccc1C(=O)N1CCC1(C)C(=O)NC(C)C (stereo not drawn)
#43 C=CCOc1ccc(CNn2nnnc2N)cc1

entry no.	36	37	38	39	40	41	42	43
M1 PAM	5	-1	9	7	7	0	8	2
CHRM1 antagonist	-16	-13	-12	-8	2	-1	-13	-26
CHO parental Ca	-5	-11	-19	-13	-13	21	x	10
CHRM4 antagonist	6	-19	7	-6	13	-3	-9	-10
M1 ag	-3	0	-7	-10	2	-2	-2	2
M4 ag	1	14	-3	2	0	2	0	1
M1 ag parental	-0.1	3.6	0.4	1.3	1.4	0.3	0.1	1.6
CHO-K1 Ca antag	-9	-2	0	-5	0	-9	-4	-13
OXTR potentiator	-13	-17	-8	-4	-15	-3	x	-13
